Screening results: PubChem BioAssay, several laboratories
GPR55 LPI antagonism = GPR55 antagonists blocking LPI-driven arrestin recruitment, primary screen, imaging, U2OS, beta-arrestin-GFP, LPI agonist (AID 2013) | G-protein coupled receptor 55 (Homo sapiens) | actives 0.13% (n = 290,000) | U2OS GPR55 beta-arrestin-GFP translocation imaging, LPI antagonism; higher % means a stronger effect | inhibition, % at 10 µM, or IC50 in µM where a hit was titrated;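 active means spots per cell inhibited over 60%, with over 100 cells counted and total cytoplasm intensity under 500,000; inconclusive means wells with under 100 cells, flagged as likely toxic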;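 further: U2OS cells stably carrying GPR55 and arrestin-GFP stimulated by 5 µM LPI near EC80; imaged beta-arrestin-GFP aggregate spots per cell after agonist stimulation; plate controls were LPI-stimulated DMSO wells for no effect and DMSO wells without LPI for full effect; some results filed as inactive read as strong as hits; confirmed hits need IC50 under 10 µM and bright autofluorescent wells are also inconclusive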
KOR beta-arrestin-1 = KOR agonists, beta-arrestin recruitment, primary screen, cell-based, luminescence, uHTS (AID 1777). actives 0.02% (n = 280,000). one-dose activation, % at 10 µM; EC50 in µM for titrated hits. KOR beta-arrestin recruitment, luminescence; higher % means a stronger effect; in the data active means activation above about 50%, passing the limit was not always enough; further: a part of the inactive calls stands beside numbers as strong as those of hits
T cell HTS = modulators of CD8 T cell-vesicle binding, primary screen, mouse 2C CD8+ T cells, flow cytometry | 2C CD8+ T cell-vesicle binding; stronger effect = lower value | calls only at 7 µM | actives 0.068% (n = 330,000);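 active means response, share of CD8 T cells binding vesicles, and their 90th percentile fluorescence all below set limits, cut at about 80% in these data, passing the limit was not always enough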
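Material: murine 2C transgenic CD8+ T lymphocytes / Also added: QL9-peptide-loaded Drosophila micro-vesicles bearing Ld, ICAM-1 and B7-1 / Schedule: binding step 1.5 h, 37 °C, antibody labelling 20 min, ice / Signal: flow cytometry, PE anti-B7-1 (FL2) versus Alexa647 anti-CD8 (FL8), PFA-fixed / Evaluation: percent CD8+ FL2 mean versus row control / Benchmarks: naked versus QL9-loaded vesicles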
KOR beta-arrestin-2 = KOR antagonists, beta-arrestin recruitment, cell-based, luminescence, uHTS (AID 1778); Kappa-type opioid receptor (Homo sapiens); KOR beta-arrestin recruitment, luminescence, antagonist mode; higher % means a stronger effect; one-dose inhibition, % at 10 µM; IC50 in µM for titrated hits; actives 0.091% (n = 290,000); further: strong numbers were not always called active
NTR1 agonist = agonists of NTR1, primary screen, imaging, U2OS cells, beta-arrestin-GFP, high content (AID 493036) | Neurotensin receptor type 1 (Homo sapiens), P30989 | NTR1-U2OS beta-arrestin-GFP spot imaging, agonist mode | activation, % at 20 µM | actives 0.17% (n = 330,000);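 active means activation at or above 40% of the spot to cytoplasm intensity ratio, with at least 20 cells analyzed; inconclusive means wells under 20 cells, flagged as cytotoxic or low count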;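 further: 0% = DMSO without peptide and 100% = 100 nM NTR1 peptide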
Target sequence (P30989 whole entry, looked up): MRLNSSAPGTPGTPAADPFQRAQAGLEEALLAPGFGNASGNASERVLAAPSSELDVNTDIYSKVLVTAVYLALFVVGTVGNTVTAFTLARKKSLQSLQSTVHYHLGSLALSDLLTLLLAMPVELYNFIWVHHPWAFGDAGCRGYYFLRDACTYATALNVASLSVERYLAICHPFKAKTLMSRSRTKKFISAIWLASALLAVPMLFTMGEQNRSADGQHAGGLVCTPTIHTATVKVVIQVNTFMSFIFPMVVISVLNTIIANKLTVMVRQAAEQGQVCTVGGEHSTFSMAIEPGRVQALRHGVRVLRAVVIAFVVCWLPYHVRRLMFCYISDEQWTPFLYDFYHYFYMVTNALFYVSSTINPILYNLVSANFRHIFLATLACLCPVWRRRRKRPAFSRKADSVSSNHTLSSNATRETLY
NOD2 inhibition = NOD2 signaling inhibitors, cell-based, luminescence, uHTS, HEK293 (AID 1566); HEK293 NOD2/NF-kB luciferase reporter, luminescence; higher % means a stronger effect; inhibition, % at 4 µM, or EC50 in µM where a hit was titrated; actives 0.63% (n = 290,000); further: many of its hits are not listed in these tables
Myeloid diff 2 = induction of myeloid progenitor differentiation, primary screen, cell-based, flow cytometry, MLPCN library; ER-HoxA9 myeloid progenitors, lysozyme-GFP differentiation; calls only at 10 µM; actives 1% (n = 360,000);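 active means normalized GFP-positive differentiation at or above the plate's own cutoff, the solvent-only control mean plus 3 SD; inconclusive means no clear call, values can overlap the other calls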;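 further: cells exposed to compound for four days before flow analysis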
NOD1 inhibition = NOD1 signaling inhibitors, primary screen, cell-based, luminescence, uHTS (AID 1578); NOD1-driven NF-kB luciferase reporter cells, luminescence; higher % means a stronger effect; inhibition, % at 4 µM, or EC50 in µM where a hit was titrated; actives 1% (n = 290,000); in the data active means inhibition mostly above about 36%, no sharp cut-off; inactive means mostly below about 34%;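 further: HEK-293T reporter cells stimulated with the NOD1 agonist gamma-tri-DAP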
GPR55 activation = GPR55 agonists via beta-arrestin recruitment, primary screen, imaging, U2OS cells, beta-arrestin-GFP redistribution (AID 1961); G-protein coupled receptor 55 (Homo sapiens); U2OS GPR55 beta-arrestin-GFP redistribution imaging; higher % means a stronger effect; activation, % at 10 µM, or EC50 in µM where a hit was titrated; actives 0.048% (n = 290,000);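 active means activation above 40% with more than 50 cells counted in the well; inconclusive means wells holding fewer than 50 cells, flagged as toxic or sparse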;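 further: U2OS osteosarcoma cells stably expressing GPR55 and beta-arrestin-GFP; plate controls were DMSO negative control for no effect and LPI positive control for full effect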
T cell HTS vesicle-bound % = recorded beside T cell HTS, whose call it bears; double positive events, %; measured here: CD8+ vesicle-bound cell fraction;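 binding gate set so that unloaded-vesicle control wells show 10% double positive cells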
NTR1 agonist cell count 20 µM = recorded beside NTR1 agonist, whose call it bears; cell count; measured here: cell count, cytotoxicity flag
Myeloid diff 2 GFP+ MAC1+ % = recorded beside Myeloid diff 2, whose call it bears; GFP+ MAC1+ double positive, %; measured here: differentiation confirmed by MAC1 staining
* marks the source's active call; other numbers are inactive results; i = inactive; ? = inconclusive; / = not tested or not shown; [ ] = another dose, or the depositor's remark. Unless noted, no stated cut-off is given here; in the data, active means inhibition above about 50%; inactive means the rest. Some of the compounds tested; count on the stated rates, not on these rows.

SMILES	T cell HTS	Myeloid diff 2 GFP+ MAC1+ %	GPR55 LPI antagonism	T cell HTS vesicle-bound %	GPR55 activation	NOD2 inhibition	Myeloid diff 2	NTR1 agonist	KOR beta-arrestin-1	NTR1 agonist cell count 20 µM	NOD1 inhibition	KOR beta-arrestin-2
O=c1[nH]c2ccc(S(=O)(=O)N3CCCCC3)cc2o1	i	1.4	12%	20	-0.2%	6%	i	-0.1	-4.0%	39	-31%	5%
NC(=O)c1nsc(C(=O)N(c2ccccc2)C(C(=O)NCc2ccc(F)cc2)c2ccco2)c1N (stereo unspecified)	i	0.9	6%	23	-0.2%	/	i	12	3.6%	44	/	-7%
Cc1cccc(C2NC(=O)c3c(sc(C)c3C)N2)c1O (stereo unspecified)	i	2.7	14%	12	-0.2%	-26%	i	1.3	-0.1%	50	-7%	0%
CCCN(CCC)CCCNc1ccc(C(=O)Nc2cccc(OC)c2)cc1[N+](=O)[O-]	i	0.3	12%	17	0.1%	-8%	i	0.9	7.9%	62	-10%	-6%
O=C(CSc1nc2c(cnn2-c2ccccc2)c(=O)[nH]1)c1ccc(Cl)cc1	i	6.5	-7%	66	1.2%	6%	i	4.6	-5.4%	48	-29%	3%
COC(=O)c1ccc(Cn2nc(-c3ccccc3)ccc2=O)cc1	i	0.3	-8%	11	-0.1%	16%	i	0.5	-5.8%	40	-2%	1%
O=C(OC1CCOC1=O)c1ccc2ccccc2n1 (stereo unspecified)	i	0.5	6%	14	0.2%	9%	i	0.6	-2.1%	44	-16%	24%
Cc1ccc(CNS(=O)(=O)c2c(C)n(C)c(=O)n(C)c2=O)cc1	i	1.3	2%	22	0.6%	-2%	i	-1.2	/	49	0%	-24%
COC(=O)C1=C(C)NC(=S)NC1c1ccc(OC(=O)c2ccco2)cc1 (stereo unspecified)	i	0.6	-10%	29	-0.2%	20%	i	-0.6	/	72	-15%	-14%[20 µM]
Nc1nc(COc2ccc3ccccc3c2)cs1	i	3.9	-13%	40	-0.1%	-80%	i	0.2	12%	49	-35%	-57%
Cc1ccccc1N=Cc1cc2c(cc1O)OC(N)=C(C#N)C2c1ccccc1 (stereo unspecified)	i	0.4	7%	23	?	18%	i	-0.8	-2.3%	35	36%	28%
CCc1c(O)nc(SCc2ccccc2)n(C(C)CC)c1=O (stereo unspecified)	i	0.5	-2%	8	0.7%	4%	i	-0.5	0.4%	58	-10%	-17%
N#C/C(=C\c1ccc(N2CCOCC2)o1)c1ccccc1	i	/	25%	36	-0.1%	-160%	/	-0.4	5.0%	64	20%	-10%
Cc1ccc(/C(N)=N/OC(=O)c2ccco2)cc1	i	0.5	-13%	26	0.9%	-68%	i	-2.2	4.4%	89	-59%	2%
CCn1cc(C(=O)Nc2ncccc2O)c(=O)c2cc(F)c(N3CCN(C(=O)c4ccco4)CC3)cc21	i	1.0	10%	32	0.0%	39%	i	4.0	1.2%	62	21%	-26%
O=C(c1cccc2nc3ccccc3nc12)N1CCOCC1	i	0.0	-3%	22	-0.1%	-7%	i	0.4	0.7%	46	-9%	2%
COC(=O)c1sc2ccccc2c1N	i	2.2	-4%	36	-0.3%	-20%	i	13	-1.1%	29	-2%	-70%
CCOC(=O)c1c(C)n(C)c2ccc(OC)c(NC(=O)CN3CCSCC3)c12	i	0.4	-3%	24	-0.2%	-6%	i	-0.9	3.2%	80	-25%	9%
COc1ccc(Cl)cc1Nc1nnc(-c2ccncc2)s1	i	0.4	9%	21	0.0%	-25%	i	1.0	-2.7%	91	-1%	21%
Cc1cc(Cl)ccc1OCC(=O)N/N=C/c1ccc(OC2OC(CO)C(O)C(O)C2O)cc1 (stereo unspecified)	i	0.2	2%	17	1.8%	2%	i	-0.2	-1.7%	69	-1%	8%
O=S(=O)(NNc1ccc(Cl)nn1)c1ccc(F)cc1	i	1.5	3%	33	-0.3%	-36%	i	-0.4	4.7%	36	-39%	11%
CC(=O)c1cc2c(cc1NS(=O)(=O)c1cccc(C(=O)O)c1)OCO2	i	0.9	-6%	12	0.2%	1%	i	-0.9	5.3%	40	-13%	-19%
C[C@@H]([C@@H](O)c1ccccc1)N(C)C(=O)C(N)Cc1ccccc1 (stereo partly specified)	i	1.2	4%	12	0.0%	-10%	i	0.1	-2.3%	96	-27%	-24%[20 µM]
CCOC(=O)C1CCCN(C(=O)c2ccc3nc(-c4ccccc4)c(-c4ccccc4)nc3c2)C1 (stereo unspecified)	i	3.2	22%	52	-0.1%	13%	i	5.7	-2.9%	60	-2%	39%
Cc1ccc(NC(=O)NCc2ccc3c(c2)OCO3)cc1C	i	0.1	-16%	57	1.2%	-41%	i	0.9	-1.5%	72	-61%	-44%
COc1ccc(-c2cc3nc(C)cc(NCCO)n3n2)cc1	i	2.8	6%	10	-0.2%	-3%	i	3.1	-0.8%	52	4%	6%
O=C(NCc1ccc(Cl)cc1)C1CCN(S(=O)(=O)c2cc([N+](=O)[O-])ccc2Cl)CC1	i	0.5	3%	62	0.6%	-4%	i	0.4	3.5%	73	-2%	-28%
Cc1ccc(-c2nc(CS(=O)CC(=O)N3CCN(c4ccccc4)CC3)c(C)o2)cc1 (stereo unspecified)	i	3.0	12%	11	0.3%	4%	i	0.7	-7.2%	64	24%	-8%
O=C(CN(C(=O)CNS(=O)(=O)c1ccc(F)cc1)c1ccccc1)NCc1ccco1	i	1.0	0%	28	-0.2%	18%	i	0.1	-1.9%	51	-21%	-8%
O=C(NCc1cccc(C(F)(F)F)c1)c1ccc2c(c1)OCCO2	i	1.7	12%	22	-0.2%	-1%	i	-1.1	1.8%	62	-14%	3%
Cc1ccc(OS(=O)(=O)c2ccc(N3C(=O)CCC3=O)cc2)cc1	i	0.7	6%	27	1.6%	17%	i	-0.2	-2.5%	47	-34%	16%
COc1ccc(Cl)cc1NC(=O)CN1CCCC1	i	0.4	4%	63	0.2%	10%	i	0.6	0.1%	43	-28%	10%
NC(=O)c1ccc(C(F)(F)F)n(Cc2cccc(Cl)c2)c1=O	i	3.4	13%	23	0.1%	4%	i	11	1.7%	52	37%	-21%
C=C(Cl)COC(=O)[C@H]1C2C=CC(C2)C1C(=O)O (stereo partly specified)	i	0.8	18%	39	0.2%	6%	i	-1.2	-5.5%	66	-2%	6%
Cc1csc(NC(=O)CN(C)S(=O)(=O)c2cccc3cccnc23)n1	i	2.0	0%	32	-0.1%	9%	i	-1.6	3.7%	57	14%	-33%
O=C(O)c1cccnc1Sc1ccccc1	i	0.4	-1%	12	-0.2%	3%	i	0.7	0.9%	37	17%	0%
O=C(CCN1C(=O)c2ccc([N+](=O)[O-])cc2C1=O)Nc1nccs1	i	0.1	2%	53	-0.6%	2%	i	-0.9	-3.0%	27	-25%	22%
C/C(=N\Nc1ccc(C)c(Cl)c1)c1ccncc1	i	1.7	-4%	45	0.2%	-33%	i	2.5	-4.1%	48	-34%	-13%
COc1ccccc1/C=C(/NC(=O)c1ccccc1)C(=O)NCCN1CCOCC1	i	0.5	-1%	20	-0.2%	12%	i	-1.5	1.7%	63	-29%	5%
CCOC(=O)c1nnn(-c2nonc2-n2cccc2)c1CN1CCC(C)CC1	i	0.9	-13%	38	-0.1%	20%	i	6.8	4.4%	52	20%	-34%
COc1ccc(-c2nn(-c3ccccc3)cc2C(=O)OCC(=O)c2ccc(C)c([N+](=O)[O-])c2)cc1	i	0.4	8%	54	0.2%	4%	i	1.9	1.0%	86	-22%	-14%
O=C(O)Cc1ccc(NS(=O)(=O)c2ccccc2Cl)cc1	i	0.4	0%	53	0.0%	7%	i	-1.4	-2.4%	56	3%	2%
Cc1ccccc1C(=O)Nc1nnc(S(=O)(=O)N2CCCCCC2)s1	i	6.7	-7%	46	-0.1%	11%	i	0.7	-4.7%	59	-18%	11%[20 µM]
COCCCn1c(=O)c2sccc2n2c(CCCC(=O)N(C)Cc3ccco3)nnc12	i	1.1	2%	40	-0.1%	4%	i	-0.2	1.4%	51	-21%	-29%
CCn1ncc(S(=O)(=O)NCc2ccco2)c1C	i	0.0	-6%	61	0.0%	7%	i	1.0	1.2%	53	-2%	16%
COc1cc(C(N)=O)cc(Br)c1OCc1ccccc1	i	0.4	4%	15	0.9%	21%	i	2.8	1.1%	67	-13%	-33%
Cc1c(NC(=O)/C=C/c2ccc(S(=O)(=O)N3CCOCC3)cc2)c(=O)n(-c2ccccc2)n1C	i	0.1	6%	60	-0.3%	5%	i	-1.3	-3.7%	84	-36%	-11%
OCCN1CNC(=S)NC1	i	0.4	3%	5	0.0%	-17%	i	-0.2	3.0%	51	-9%	-3%
O=C(c1ccco1)N1CCN(C(=O)C(Sc2ccccc2)c2ccccc2)CC1 (stereo unspecified)	i	5.1	-4%	40	-0.1%	14%	i	2.4	1.4%	59	4%	0%
CNC(=S)N=Nc1c(O)[nH]c2ccc(C(C)C)cc12	i	0.3	5%	46	-0.2%	4%	i	/	-2.9%	/	4%	-12%
CCOc1ccc(C(=O)OC(C)CN2CCN(C)CC2)cc1 (stereo unspecified)	i	0.9	5%	55	0.0%	-3%	i	0.4	-0.2%	87	0%	16%
O=S(=O)(NCC1CCCO1)c1ccc(Cl)cc1 (stereo unspecified)	i	0.2	11%	23	-0.2%	2%	i	2.4	-2.3%	49	-35%	8%
